# CHRM5 PAM: positive allosteric modulators of human muscarinic M5 receptor; CHO-K1 hM5, Fluo-8 calcium, ACh EC20 PAM; 0% = ACh EC20, 100% = ACh EC100; activation, % at 3 µM; 360,000 tested, 0.3% active;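 active = activation above the run cutoff, the mean activation of all test compounds plus 3 SD, cut at about 18% in these data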
# Target sequence (P08912 whole entry, looked up): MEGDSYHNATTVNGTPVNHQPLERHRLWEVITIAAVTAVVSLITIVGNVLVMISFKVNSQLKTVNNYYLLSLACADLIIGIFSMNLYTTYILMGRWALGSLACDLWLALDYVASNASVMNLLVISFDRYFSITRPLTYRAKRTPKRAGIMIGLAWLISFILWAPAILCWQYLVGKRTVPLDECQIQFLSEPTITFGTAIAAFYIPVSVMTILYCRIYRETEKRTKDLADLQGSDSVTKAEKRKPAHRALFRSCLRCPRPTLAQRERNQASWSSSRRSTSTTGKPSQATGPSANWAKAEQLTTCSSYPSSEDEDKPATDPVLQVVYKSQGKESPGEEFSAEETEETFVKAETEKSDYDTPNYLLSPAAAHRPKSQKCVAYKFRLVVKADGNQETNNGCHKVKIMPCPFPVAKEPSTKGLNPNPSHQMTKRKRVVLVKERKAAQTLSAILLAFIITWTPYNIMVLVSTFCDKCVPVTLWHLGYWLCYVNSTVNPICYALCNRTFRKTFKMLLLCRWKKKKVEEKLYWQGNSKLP
#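 System – CHO-K1 hM5 cells · Compound – 3 µM, single dose · Incubation – compound preincubation 140 s before EC20 acetylcholine addition · Technique – Fluo-8 calcium fluorescence · Measure – Max/basal fluorescence ratio as % of EC20–EC100 ACh window · Benchmarks – low control EC20 acetylcholine (0%), high control EC100 acetylcholine (100%) · Replication – singlicate, one well per test compound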
# CHRM4 PAM: positive allosteric modulators of human muscarinic M4 receptor; P08173; 360,000 tested, 0.4% active; activation, % at 3 µM; CHO-K1 hM4/Gqi5, Fluo-8 calcium fluorescence, ACh EC20; 0% = ACh EC20, 100% = maximal ACh; AID 624126;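 active = activation above its plate's cutoff, the mean activation of sample wells plus 3 SD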; also: some results filed as inactive read as strong as hits
# Target sequence (P08173 whole entry, looked up): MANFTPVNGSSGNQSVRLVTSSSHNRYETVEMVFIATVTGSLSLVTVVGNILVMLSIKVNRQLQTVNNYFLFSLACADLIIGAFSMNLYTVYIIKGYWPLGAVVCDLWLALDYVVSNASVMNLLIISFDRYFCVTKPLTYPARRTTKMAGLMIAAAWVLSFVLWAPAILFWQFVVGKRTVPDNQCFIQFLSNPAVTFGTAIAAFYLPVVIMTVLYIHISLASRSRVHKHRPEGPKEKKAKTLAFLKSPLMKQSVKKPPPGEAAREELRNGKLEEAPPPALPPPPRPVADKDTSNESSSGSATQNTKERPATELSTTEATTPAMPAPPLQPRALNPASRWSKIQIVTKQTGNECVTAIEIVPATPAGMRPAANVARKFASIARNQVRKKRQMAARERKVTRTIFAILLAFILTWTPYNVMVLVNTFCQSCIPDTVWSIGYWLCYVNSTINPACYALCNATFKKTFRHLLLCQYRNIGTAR
# CHRM1 PAM: human CHRM1 positive allosteric modulation; P11229; AID 588819; CHO-K1 hM1, Fluo-8 calcium fluorescence, ACh EC20; 0% = ACh EC20, 100% = maximal ACh; 360,000 tested, 0.088% active; activation, % at 3 µM; in the data active = activation above about 19%, passing the limit was not always enough
# M1 antag: blocks human M1 muscarinic receptor; P11229; CHO-K1 hM1, Fluo-8 calcium fluorescence, ACh EC80 antagonist; inhibition, % at 3 µM; 360,000 tested, 1.3% active; AID 588852;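 active = percent inhibition above its own plate's cutoff, namely the mean of that plate's compound wells plus 3 SD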;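 also: peak over basal fluorescence ratio during 140 s after agonist addition; 0% = ACh EC80 plus DMSO and 100% = DMSO alone without agonist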
# CHRM4 antagonist: antagonists of human muscarinic M4 receptor (CHRM4) | CHO-hM4 cells, ACh EC80, Fluo-8 calcium fluorescence | inhibition, % at 3 µM | 360,000 tested, 0.73% active;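 active = inhibition above its plate's cutoff, the mean inhibition of sample wells plus 3 SD, cut at about 27% in these data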;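 also: 0% = acetylcholine EC80 with DMSO and 100% = DMSO without agonist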
# M5 antag: blocks acetylcholine activation of human M5 receptor; AID 624040; 360,000 tested, 0.59% active; P08912; CHO-hM5 cells, Fluo-8 calcium fluorescence, ACh EC80; inhibition, % at 3 µM;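 active = inhibition above a per-plate cutoff, the mean of that plate's test compounds plus 3 SD, cut at about 27% in these data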;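 also: 0% = acetylcholine EC80 with DMSO and 100% = DMSO without agonist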
# CRFR2-BP ag: agonists of human CRF-binding protein/CRF-R2 receptor complex. activation, % at 13.2 µM. AID 588473. 350,000 tested, 0.46% active. HEK293 CRF-R2/CRF-BP, calcium dye fluorescence (FLIPR); percent of saturating CRF peptide response;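 active = activation of at least 50%, plus an integration ratio under a set limit after plate pattern correction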;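 also: plate controls were neutral control wells without compound for no effect and CRF at EC100 for full effect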
# M5 ag: agonists of human muscarinic M5 receptor (CHRM5). 360,000 tested, 0.19% active. activation, % at 3 µM. P08912. CHO-K1 hM5 cells, Fluo-8 calcium fluorescence; 0% DMSO wells, 100% maximal acetylcholine response. AID 624037;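 active = activation above the run's mean over test compounds plus 3 SD, cut at about 23% in these data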;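 also: signal is peak over basal fluorescence ratio across the kinetic read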
# CHRM4 agonist: agonists of human muscarinic M4 receptor (CHRM4) | P08173 | CHO-K1 hM4/Gqi5, Fluo-8 calcium fluorescence; vehicle 0%, full acetylcholine response 100% | activation, % at 3 µM | 360,000 tested, 0.14% active;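 active = activation above the run mean over all test wells plus 3 SD, cut at about 32% in these data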;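 also: peak over basal fluorescence ratio per well then scaled between controls; 0% = DMSO wells and 100% = acetylcholine at EC100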
# * hit, by the source's call; . = no result given.
SMILES,CHRM5 PAM,CHRM4 PAM,CHRM1 PAM,M1 antag,CHRM4 antagonist,M5 antag,CRFR2-BP ag,M5 ag,CHRM4 agonist
CSc1nncn1/N=C/c1ccc2c(c1)OCO2,-0.1,1.0,5.2,-6.0,8.6,5.9,-0.3,-1.0,1.5
CC(=O)N1c2ccc(S(=O)(=O)N(C)CC(=O)Nc3ccccc3C)cc2CC1C (stereo not given),2.0,5.2,13.2,-15.8,-28.8,-5.6,-1.9,-0.4,8.1
O=C(COC(=O)c1cccc(S(=O)(=O)N2CCOCC2)c1)Nc1ccc2c(c1)OCO2,-0.6,-0.9,7.5,-15.0,-1.6,-1.0,-2.0,-2.1,1.5
O=C(NCC(=O)N1CCC2(CC1)NCCc1[nH]cnc12)c1ccc(Br)cc1,12.0,3.0,8.1,-4.9,-4.0,-15.5,-0.6,-0.5,0.6
CCCOc1ccc(-c2nc(OC)c3ccccc3n2)cc1,-0.2,10.5,-4.0,0.6,5.4,19.7,7.5,-1.6,0.2
COc1ccc(CC(=O)OCC(=O)c2c(N)n(C)c(=O)n(C)c2=O)cc1OC,5.4,5.3,5.3,-0.5,-5.2,-10.0,-0.6,4.3,1.3
Cc1cc(NC(=O)C2CC(=O)N(c3ccc(F)cc3)C2)no1 (stereo not given),2.5,6.2,9.3,-11.2,0.3,2.8,2.8,-1.2,0.8
Cc1cc(SCC(=O)NC(=O)NCc2ccco2)nc2c(C)cccc12,3.4,5.2,7.3,-18.3,-5.3,-4.6,-1.8,-0.9,1.2
Cc1ccnc(NS(=O)(=O)c2ccc(NS(=O)(=O)c3ccccc3)cc2)n1,23.3*,6.7,-2.1,14.2,6.3,-6.3,-1.6,1.2,0.7
CCN1C(=O)[C@@H]2Cc3c([nH]c4ccccc34)C(c3ccc(OC)cc3)N2C1=S (stereo not given in full),-18.0,-16.7,-30.8,70.6*,33.9*,28.8*,3.6,-1.1,17.9
COc1ccccc1NS(=O)(=O)c1cc(C(=O)NCC(c2ccco2)N(C)C)ccc1C (stereo not given),-3.9,-0.1,-16.5,23.8,6.7,15.1,-0.8,-7.7,2.4
Cc1ccccc1C(=O)Nc1ccnn1C1CCN(Cc2ccc(CO)o2)CC1,-3.4,2.8,11.8,-12.6,-3.1,6.4,3.1,-4.7,-0.1
CCC1CCc2c(sc(NC(=O)c3cnccn3)c2C(N)=O)C1 (stereo not given),9.4,0.7,-0.5,-1.2,-1.0,-2.2,1.1,-0.9,1.2
CCCn1nnc(NC(=O)c2ccc(Br)o2)n1,7.3,2.0,1.3,-14.4,3.4,-9.0,1.1,-1.6,0.4
CC(=O)N1N=C(c2cccc(O)c2)CC1c1cccs1 (stereo not given),-16.2,-8.1,-7.1,16.0,6.0,19.3,-0.9,1.8,12.6
CC1CCN(C(=O)COC(=O)c2cc(Cl)cc(Cl)c2N)CC1,-4.6,8.2,2.4,-0.1,-2.3,7.6,2.9,-7.0,-1.9
C[C@H](NC(=O)[C@@H]1CCCN1C(=O)[C@@H]1CCCN1)c1ccccc1,-5.9,20.2,.,.,-11.2,1.2,.,0.7,0.7
Cc1nc2ccc(NC(=O)c3ccc(S(=O)(=O)N4CCOCC4)cc3)cc2s1,1.8,16.4,7.7,-33.1,-1.2,-4.2,2.8,0.9,1.6
O=C(c1cc2ncc(CCCl)cn2n1)N1CCCCCC1,-6.4,1.6,6.0,-0.6,-0.9,7.6,2.1,-1.2,1.2
CCN1CCN(C(=O)c2cc3sccc3n2CC(=O)c2ccccc2)CC1,-3.2,-4.2,-0.6,-3.1,1.0,-4.2,-1.1,0.6,0.8
Cc1ccc(N=C2NC(=O)/C(=C\c3cccs3)S2)cc1C,2.4,7.5,2.6,-2.1,-15.7,-17.1,0.4,-3.5,0.1
O=C(CCn1nc(-c2ccccc2)ccc1=O)N1CCN(c2ccccc2)CC1,-5.1,-2.7,-2.9,2.4,-3.2,9.2,0.6,-0.8,16.1
O=C(CC1C(=O)NCCN1Cc1cccc(F)c1)NC1CCCCCC1 (stereo not given),-1.5,-2.2,8.8,-9.9,3.7,7.6,2.0,-1.7,0.8
O=C(CN1C(=O)NC2(CCCCC2)C1=O)Nc1cccc(S(=O)(=O)N2CCOCC2)c1,-0.1,-3.3,7.3,-9.6,-4.3,6.5,2.9,1.1,0.6
Cc1ccc(/C=C/C(=O)O)cc1S(=O)(=O)NCC1CCCO1 (stereo not given),0.1,9.1,10.6,0.0,5.3,-15.5,-2.6,0.8,0.7

# Other structures.
SMILES,CHRM5 PAM,CHRM4 PAM,CHRM1 PAM,M1 antag,CHRM4 antagonist,M5 antag,CRFR2-BP ag,M5 ag,CHRM4 agonist
Cc1nc(SCC(=O)N(C)Cc2ccco2)c2c(C)c(C)sc2n1,3.5,-2.6,12.3,-22.3,-12.0,-6.8,5.5,1.2,9.5
NC12CC3CC(C1)CC(CO)(C3)O2,-3.3,10.7,7.3,-13.2,-2.7,0.3,-1.1,-0.9,0.8
O=c1ccc(C(F)(F)F)cn1Cc1cc(=O)n2cc(Br)ccc2n1,5.4,-2.2,8.7,-7.8,-1.1,-9.0,-0.1,-2.5,0.9
COc1ccccc1-c1sc2cc3c(cc2c1C#CC1(O)CCCCC1)OCO3,-3.2,-0.9,-3.2,9.9,7.3,9.3,6.9,-0.3,-2.0
COC(=O)C1=C(C)NC(c2c(O)ccc3ccccc23)C(C(=O)OC)=C1C (stereo not given),-2.2,6.9,3.5,-4.1,-2.9,2.0,-0.1,0.1,1.6
Cc1cccc(-n2nnnc2SC(C)C(=O)NCCC2=CCCCC2)c1 (stereo not given),-0.9,2.9,2.7,-10.1,0.6,-2.1,-0.2,-5.5,-0.2
COC(=O)C1(C(=O)OC)NOC2C(=O)N(c3ccc(Cl)cc3Cl)C(=O)C21 (stereo not given),2.6,2.1,-4.4,5.8,-3.7,-11.3,-0.7,1.9,0.9
CC(C(=O)NC1=NCCS1)N1C(=O)c2ccccc2C1=O (stereo not given),-3.6,-3.0,4.8,-3.6,2.7,7.0,0.5,0.3,-0.3
COc1cccc(-c2nc(COc3ccc(Cl)cc3Cl)no2)c1,5.8,12.4,-1.0,-6.4,-2.3,0.0,4.6,1.0,0.8
CC1CCCN(C(=O)COC(=O)C2=COCCO2)C1 (stereo not given),-6.3,-0.3,-0.6,-1.0,-2.7,14.6,-0.1,2.7,0.4
CCCNC(=O)C1(C)CCN(C(=O)c2ccccc2F)C1 (stereo not given),-0.6,4.6,7.0,-8.3,-9.9,1.0,.,0.8,0.7
O=C(O)c1cc2ccccc2c2c1C(=O)c1ccccc1-2,-1.2,3.7,-1.8,-0.3,-10.0,-5.5,-3.0,-1.0,0.5
Cc1cnc(NC(=O)CSc2nnc(-c3ccncc3)n2C2CCCCC2)s1,0.6,33.4*,4.2,-0.6,-5.0,-10.1,-1.7,-0.5,0.8
COCCCNC(=O)/C(C#N)=C/c1ccc(F)cc1,-3.7,-2.1,3.5,-1.0,-0.8,9.5,-0.3,-1.3,0.1
CCn1c(SCC(=O)Nc2cc(C)on2)nnc1-c1ccco1,2.5,7.7,4.3,-3.5,-8.8,-4.5,0.4,-12.0,1.1
COc1ccc(S(=O)(=O)N(C)CC(=O)NCc2cccnc2)cc1,-1.5,5.8,0.0,-21.8,1.9,-3.4,-2.4,1.6,0.9
COc1cccc(/C=N/NC(=O)c2c(C)nc3ccc(Cl)cn23)c1OC,-2.0,-3.5,4.8,-8.0,4.7,9.4,-1.1,2.2,2.8
COc1ccc(-c2noc(CCC(=O)NCc3cc(Br)ccc3OC)n2)cc1,-0.3,10.9,8.4,-52.6,-5.2,-5.6,-1.4,-4.3,2.3
CCOC(=O)c1cnn(-c2ncnc3sc(CC)cc23)c1N,-2.1,1.1,1.1,-0.2,10.0,7.5,2.3,0.2,0.1
CCOc1ccc(N(CC(=O)NCC2CCCO2)C(=O)CCC(=O)Nc2ccccn2)cc1 (stereo not given),3.2,-1.2,9.2,-10.3,2.1,-3.5,-0.1,-7.5,0.1
CC(=O)Nc1c(C)ccc(CNC(=O)COc2cc(C)ccc2C)c1C,-2.6,-1.8,3.4,-3.4,5.0,2.7,-0.3,1.2,1.3
CCc1nc2scc(-c3ccccc3)c2c(=O)n1N,0.2,-0.8,8.2,-9.0,-2.8,1.1,-2.4,-0.4,0.9
CC1(C(=O)Nc2ccc3[nH]ncc3c2)CCN1C(=O)Cc1ccc(-c2ccccc2)cc1 (stereo not given),-17.1,-12.5,-14.0,28.0*,17.0,21.7,.,9.3,21.9
COc1ccc2c(C)cc(SCC(=O)Nc3ccc(Cl)cn3)nc2c1,-1.6,0.9,6.0,-4.5,6.8,5.2,-0.4,-0.1,-0.1
N#CCc1nc(C(c2ccccc2)c2ccccc2)no1,-2.2,-3.4,-1.4,-0.4,9.2,15.8,-0.5,-2.6,0.6

# Retrieved one by one from the entries so far:
SMILES,CHRM5 PAM,CHRM4 PAM,CHRM1 PAM,M1 antag,CHRM4 antagonist,M5 antag,CRFR2-BP ag,M5 ag,CHRM4 agonist
CC(=O)Nc1c(C)ccc(CNC(=O)COc2cc(C)ccc2C)c1C,-2.6,-1.8,3.4,-3.4,5.0,2.7,-0.3,1.2,1.3
CC1(C(=O)Nc2ccc3[nH]ncc3c2)CCN1C(=O)Cc1ccc(-c2ccccc2)cc1 (stereo not given),-17.1,-12.5,-14.0,28.0*,17.0,21.7,.,9.3,21.9
COc1ccc(-c2noc(CCC(=O)NCc3cc(Br)ccc3OC)n2)cc1,-0.3,10.9,8.4,-52.6,-5.2,-5.6,-1.4,-4.3,2.3

# Next records
SMILES,CHRM5 PAM,CHRM4 PAM,CHRM1 PAM,M1 antag,CHRM4 antagonist,M5 antag,CRFR2-BP ag,M5 ag,CHRM4 agonist
CC1=C(C(N)=O)C(c2ccc(F)cc2)n2nc(CCCO)nc2N1 (stereo not given),9.6,4.7,2.0,-9.3,-1.3,-1.6,-1.4,-2.1,1.4
CC1C2C(C)N(C)C(=O)N(C)C2N(C)C(=O)N1C (stereo not given),1.1,5.1,10.8,-8.0,-2.8,-0.1,9.5,0.6,0.4
O=C(Cn1nnc(-c2ccccc2)n1)N/N=C/c1cccc([N+](=O)[O-])c1O,2.9,11.5,8.9,-7.7,-17.0,-1.5,-1.2,-3.0,0.8
Cc1nc(N2CCCCC2)nc(N2CCCCC2)c1C=O,-7.1,3.6,0.2,10.0,-4.9,-4.0,1.8,-3.8,-0.9
COc1ccc(-c2cc(C)no2)cc1S(=O)(=O)NCCCN(C)Cc1ccccc1,1.0,-4.1,7.0,-20.7,-8.1,-3.4,-1.7,-7.9,3.0
Nc1ccc2c(c1)OC1(CCCCC1)O2,1.1,2.5,7.2,-7.9,-1.9,11.5,0.5,4.6,-0.4
c1ccc(Cn2c(Nn3cnnc3)nc3ccccc32)cc1,-7.0,0.4,-4.6,-7.1,8.3,2.6,1.8,-2.6,0.3
O=C(CCN1CCN(c2ccccc2F)CC1)Nc1ccc(F)cc1,-12.6,-3.0,-0.2,-0.3,10.4,4.0,2.9,1.5,0.5
COC(=O)c1ccc(COc2ccccc2/C=C/C(=O)c2ccc(OCC(=O)O)cc2)cc1,-4.2,8.6,0.3,-12.4,-18.2,4.3,2.4,-2.5,4.8
CC(=O)Nc1ccccc1NC(=O)C/C(C)=N/NC(=O)c1ccc([N+](=O)[O-])c(Cl)c1,0.7,23.7*,-0.7,-9.3,-3.0,-9.0,-1.2,0.9,1.0

# Screens from PubChem.
